HT1080NT lethal – qHTS for induction of synthetic lethality in tumor cells producing 2HG: qHTS for the HT-1080-NT fibrosarcoma cell line | HT-1080-NT fibrosarcoma viability, CellTiter-Glo ATP luminescence, 48 h | AID 686970, 2013 | 360,000 tested, 1.6% active | Potency, µM (doses to about 46.1 µM), for the others: at the top dose activity, negative = less viability, actives largely listed as cytotoxic;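 also: NT is the 2HG producing partner of a matched IDH1 knockdown line; potency is read from the fitted curve at half-maximal effect; 0% = DMSO-treated cells and -100% = media-only wells without cells; nearly all actives have a fitted effect of over 55% in size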
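Luminescent CellTiter-Glo readout after 48 hours of compound exposure at 37 degrees C defined viability of HT-1080-NT cells. Activity was normalized to DMSO wells and cell-free media wells; concentration-response curves were fitted and assigned curve classes.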
KB-3-1 cytotox – qHTS assay for MDR1-selective chemotherapeutics: Primary screen using the parental adenocarcinoma cell KB-3-1; KB-3-1 viability, CellTiter-Glo ATP luminescence, 72 h; Potency, µM (doses to about 46.1 µM), without a hit: at the top dose activity change, negative = cytotoxic, hits mostly cytotoxic; 400,000 tested, 1.4% active; also: potency is read from the fitted curve at half-maximal effect; % is scaled to controls: 0 for no effect and ±100 for the full control effect; nearly all actives have a fitted effect of over 60% in size
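Multi-concentration cytotoxicity screen in KB-3-1 cells grown in DMEM lacking phenol red with 10% FBS. After 72 h at 37 °C with compound, ATP-dependent luminescence was recorded.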
KB-V1 cytotox – qHTS assay for MDR1-selective chemotherapeutics: Primary screen using the drug-selected MDR subline cells KB-V1; KB-V1 MDR cells viability, CellTiter-Glo, 72 h; Potency, µM (titrated, usually from 46.1 µM), without a hit: top-dose activity change, negative = cytotoxicity, hits mostly cytotoxic; 400,000 tested, 3.4% active; AID 1347076, 2019; also: potency is read from the fitted curve at half-maximal effect; % is scaled to controls: 0 for no effect and ±100 for the full control effect; nearly all actives have a fitted effect of over 60% in size
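Drug-selected KB-V1 cells, grown in DMEM lacking phenol red with 10% FBS, receive compound titrations; after three days at 37 degrees C, surviving cell ATP is quantified by CellTiter-Glo luminescence and responses normalized and curve-fitted.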
SW480 rerep – A quantitative high throughput screen for small molecules that induce DNA re-replication in SW480 colon adenocarcinoma cells; SW480 DNA re-replication, Hoechst DNA content imaging, 48 h; Potency, µM (highest dose often 46.1 µM), for inactives: top-dose re-replication activation, usual class: activators; 340,000 tested, 1.8% active; AID 624297, 2012; also: potency is read from the fitted curve at half-maximal effect; % of control where 0% means no effect; nearly all actives have a fitted effect of over 55% in size
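Compounds, transferred as 23 nL by pin tool, were incubated with cells for 48 hr; DNA content per nucleus was then quantified by Hoechst staining and fluorescence plate imaging.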
ATXN2 expr inh – Primary qHTS for Inhibitors of ATXN expression | HEK-293 ATXN2-luciferase reporter, luminescence, 24 h | Potency, µM (highest dose often 57 µM), for the others: top-dose activity change, negative = inhibition, usual class: inhibitors | 360,000 tested, 0.72% active | AID 1745845, 2022; also: potency is read from the fitted curve at half-maximal effect; % is scaled to controls: 0 for no effect and ±100 for the full control effect; nearly all actives have a fitted effect of over 55% in size
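ATXN2-luciferase reporter cells (luciferase flanked by upstream and downstream ATXN2 gene portions) were treated 24 h at 37 °C with compounds at up to 57 uM. SteadyGlo luminescence gave expression; GF-AFC fluorescence gave viability.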
IL-1B inflam inh – qHTS for Inhibitors of Inflammasome Signaling: IL-1-beta AlphaLISA Primary Screen; THP-1 LPS/ATP IL-1B secretion, AlphaLISA, 16 h; hits give low values; activity change, % at 57.5 µM; 360,000 tested, 4.7% active; in the data active = activity change below about -50%; inconclusive = mostly about -30% to -49%; also: % is scaled to controls: 0 for no effect and ±100 for the full control effect
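Secreted IL-1B measured by AlphaLISA bead assay after 16 h compound exposure of THP-1 cells; compounds (final up to 57.5 uM) added 1 h before LPS (250 ng/mL) and ATP (1.25 mM) stimulation; lower signal means less secretion.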
WRN helicase inh – qHTS for Inhibitors of WRN Helicase; Bifunctional 3'-5' exonuclease/ATP-dependent helicase WRN (Homo sapiens), Q14191; WRN helicase unwinding, fluorescent forked duplex, kinetic; Potency, µM (titrated, usually from 114 µM), inactives show at the highest dose activity change, negative = inhibition, hits mostly inhibitors; 360,000 tested, 0.46% active; AID 651768, 2012; also: potency is read from the fitted curve at half-maximal effect; % is scaled to controls: 0 for no effect and ±100 for the full control effect; nearly all actives have a fitted effect of over 55% in size
Target sequence (Q14191 whole entry, looked up): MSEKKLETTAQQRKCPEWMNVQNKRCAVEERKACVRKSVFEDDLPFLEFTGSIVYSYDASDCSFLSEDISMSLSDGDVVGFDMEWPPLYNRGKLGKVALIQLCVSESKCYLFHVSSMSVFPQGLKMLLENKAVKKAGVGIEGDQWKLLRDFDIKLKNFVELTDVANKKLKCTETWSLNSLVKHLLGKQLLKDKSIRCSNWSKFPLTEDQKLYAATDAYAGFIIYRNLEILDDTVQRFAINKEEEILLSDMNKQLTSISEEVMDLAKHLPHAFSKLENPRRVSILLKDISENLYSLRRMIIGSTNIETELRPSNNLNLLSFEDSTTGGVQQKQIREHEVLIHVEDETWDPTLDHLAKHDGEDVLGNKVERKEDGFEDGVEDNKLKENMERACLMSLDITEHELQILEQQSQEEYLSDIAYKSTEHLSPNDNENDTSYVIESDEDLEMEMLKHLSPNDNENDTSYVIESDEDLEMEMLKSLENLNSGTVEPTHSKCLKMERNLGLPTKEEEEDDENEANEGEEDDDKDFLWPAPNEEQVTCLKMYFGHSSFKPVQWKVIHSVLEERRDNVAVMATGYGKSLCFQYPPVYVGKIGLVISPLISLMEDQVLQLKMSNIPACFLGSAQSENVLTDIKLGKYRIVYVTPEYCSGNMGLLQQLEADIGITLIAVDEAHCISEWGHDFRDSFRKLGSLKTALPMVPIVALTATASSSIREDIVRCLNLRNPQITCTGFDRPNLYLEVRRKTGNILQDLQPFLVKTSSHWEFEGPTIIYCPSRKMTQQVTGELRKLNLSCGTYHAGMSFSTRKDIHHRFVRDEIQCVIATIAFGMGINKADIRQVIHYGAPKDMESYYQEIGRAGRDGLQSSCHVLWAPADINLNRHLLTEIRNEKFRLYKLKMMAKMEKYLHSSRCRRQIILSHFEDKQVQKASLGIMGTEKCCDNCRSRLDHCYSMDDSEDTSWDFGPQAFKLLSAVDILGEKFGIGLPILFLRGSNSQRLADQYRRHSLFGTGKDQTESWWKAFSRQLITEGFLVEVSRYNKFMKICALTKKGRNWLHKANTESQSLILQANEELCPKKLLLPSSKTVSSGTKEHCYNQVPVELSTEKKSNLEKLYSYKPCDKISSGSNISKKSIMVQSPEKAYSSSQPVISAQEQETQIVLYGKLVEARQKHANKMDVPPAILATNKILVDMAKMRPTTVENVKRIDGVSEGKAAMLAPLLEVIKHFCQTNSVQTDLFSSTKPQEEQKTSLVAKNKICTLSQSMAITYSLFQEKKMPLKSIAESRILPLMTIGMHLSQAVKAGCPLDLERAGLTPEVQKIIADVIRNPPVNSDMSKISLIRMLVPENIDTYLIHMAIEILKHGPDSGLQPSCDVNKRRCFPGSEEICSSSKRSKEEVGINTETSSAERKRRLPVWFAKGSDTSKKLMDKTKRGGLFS
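WRN at 20 nM final preincubated with compound 15 min at room temperature; reaction started with 100 nM fluorophore/quencher forked duplex oligonucleotide and 2 mM ATP final. Unwinding followed kinetically by red fluorescence (ex 525, em 598 nm).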
HT1080 IDH1KD tx – qHTS for induction of synthetic lethality in tumor cells producing 2HG: qHTS for the HT-1080-IDH1KD cell line; Potency, µM (doses to about 46.1 µM), for the others: at the highest dose activity, negative = toxicity, actives largely listed as cytotoxic; 360,000 tested, 2% active; HT-1080 IDH1 knockdown viability, ATP luminescence, 48 h;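 also: potency is read from the fitted curve at half-maximal effect; 0% = DMSO wells and -100% = cell-free medium wells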
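CellTiter-Glo luminescence after 48 h compound exposure at 37 degrees C of IDH1-knockdown HT-1080 cells in 5% FBS RPMI. %Activity scaled between DMSO wells and cell-free media wells, with curves fitted and assigned curve classes.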
MCF10A rerep – A quantitative high throughput screen for small molecules that induce DNA re-replication in MCF 10a normal breast cells; MCF 10A DNA re-replication, Hoechst nuclear intensity, 48 h; Potency, µM (titrated, usually from 46.1 µM), for inactives: at the highest dose activity, positive = re-replication, usual class: activators; 350,000 tested, 2.9% active; AID 624296, 2012; also: potency is read from the fitted curve at half-maximal effect; % of control where 0% means no effect; nearly all actives have a fitted effect of over 50% in size
The depositor's hits bear a star; ? = inconclusive; . = no result given; [ ] = remark or other dose. Unless noted, calls follow the shape of the dose curve; as a rule, active = well fitted curve in the direction sought with a large enough effect; inconclusive = small, poorly fitted or top-dose-only effect, or another doubt; inactive = no such curve, though single readings can be large; an effect the other way counts as inactive or inconclusive.

SMILES | HT1080NT lethal | KB-3-1 cytotox | KB-V1 cytotox | SW480 rerep | ATXN2 expr inh | IL-1B inflam inh | WRN helicase inh | HT1080 IDH1KD tx | MCF10A rerep
Cc1cc(/C=C(\C#N)C(=O)Nc2ccccc2)c(C)n1-c1ccc(C(=O)O)cc1 | 1% | -2% | 18% | 4% | 6% | ? | -10% | -2% | 1%
CNCc1ccccc1OCc1ccccc1F | 0% | 6% | -5% | -3% | -11% | -15 | 4% | 0% | -1%
O=c1oc2ccccc2c(NCc2ccccc2F)c1[N+](=O)[O-] | -6% | 0% | -12% | -1% | -18% | -6 | 3% | -1% | 6%
CC1(C)CC(CCN(Cc2ccccc2)C(=O)c2ccco2)(c2ccccc2)CCO1 (stereo not drawn) | 3% | -7% | -6% | -7% | -18% | 0 | -4% | 2% | ?
N#Cc1ccccc1OCC(=O)Nc1cccc(S(=O)(=O)N2CCCCCC2)c1 | 0% | . | . | 1% | ? | -9 | -10% | -23% | ?
CCOc1ccc(N2C(=O)CN(C)C2=S)cc1 | -3% | -3% | -12% | 4% | 8% | 14 | 4% | 9% | 9%
Cc1cc(OC(=O)c2ccccc2Cl)cc(=O)n1C | -1% | 12% | -4% | -1% | 6% | 34 | 46%[activator] | 0% | 1%
COc1ccc(S(=O)(=O)Nc2ccc3c(c2)C(=O)N([C@H](C)CO)C[C@H](C)[C@H](CN(C)Cc2ccc(C(=O)O)cc2)O3)cc1 | 16% | 13% | -18% | -30%[inhibitor][9.22 µM] | -1% | 7 | 8% | 7% | 3%
CN(C)CCNC(=O)c1cccc(-c2cnc3c(NC=O)cc(-c4cccc(C(F)(F)F)c4)cn23)c1 | 21µM* | ? | 15µM* | . | ? | -107* | ? | 18µM* | .
Oc1c(CN2CCCC2)cc(COCc2ccccc2)c2cccnc12 | . | ? | 21µM* | ? | ? | . | . | . | 18%
CCc1ccccc1NC(=O)CCCSc1nc2ccccc2s1 | 3% | 3% | 7% | -3% | . | 21 | 0% | 2% | 2%
COc1ccc(Cn2c(CCC(=O)NCCC(C)C)nc3ncccc3c2=O)cc1 | 26% | 7% | -25% | 20% | -3% | 29 | -2%[57.1 µM] | 7% | ?
Cc1ccccc1NC(=S)NNC(=O)c1ccco1 | 21% | 0% | 19% | -6% | 3% | 14 | -1% | 18% | 0%
COc1ccc2cc(C(=O)C3CCCN(Cc4cnc(N5CCOCC5)s4)C3)ccc2c1 (stereo not drawn) | -3% | ? | ? | 0% | ? | ? | -5% | -16% | ?
Nc1ccc(S(=O)(=O)c2cc(O)c3ccccc3c2O)cc1 | -3% | ? | -23% | 2% | ? | -112* | 28µM* | -8% | ?
O=C(NCc1cccnc1)c1cc(C2CCCCN2S(=O)(=O)c2ccc(F)cc2F)on1 (stereo not drawn) | 4% | -1% | -6% | . | -11% | 38 | 2% | -6% | .
Cc1nnc(NC(=O)c2c(F)cccc2F)s1 | 6% | 12% | 9% | -2% | 8% | 5 | 8% | 2% | -3%
Cc1ccc(CNC(=O)c2cc(S(=O)(=O)N3CCOCC3)cn2C)cc1 | 2% | -2% | 5% | 4% | 0% | -10 | -1% | 14% | -1%
OCC[C@H]1C[C@@H](O)[C@H](O)[C@]2(CCCCO2)O1 | 0% | 17% | 0% | -1% | 12% | 10 | -2% | 12% | 0%
COc1ccc(S(=O)(=O)N(Cc2ccco2)Cc2cc3ccccc3[nH]c2=O)cc1 | -24% | -29% | ? | -2% | -25% | -26 | -1% | -20% | 5%
Cc1ccc(-c2nn(-c3ccccc3)cc2CN(C)C(=O)CCC(=O)O)cc1C | -18% | -15% | -13% | -2% | -4% | 6 | 7% | -13% | 11%
COc1ccc(N2CCN(C(=O)CNC(=O)c3ccccc3Cl)CC2)cc1 | 14% | 6% | 2% | -42%[inhibitor] | -5% | 34 | 3% | 1% | -12%
Oc1c(Cl)cc(Cl)cc1C=Nc1cc(C(F)(F)F)ccc1N1CCc2ccccc2C1 | -21% | ? | 0% | -1% | . | -8 | -12% | -29% | ?
COCCNC(=S)N/N=C(\C)c1ccc(C)c([N+](=O)[O-])c1 | 7% | 20% | -13% | -1% | 0% | -65* | -11% | -2% | -10%

7 entries out of the list above, ordered by the number in WRN helicase inh, high to low.
Compound,SW480 rerep,IL-1B inflam inh,WRN helicase inh
Cc1nnc(NC(=O)c2c(F)cccc2F)s1,-2%,5,8%
O=c1oc2ccccc2c(NCc2ccccc2F)c1[N+](=O)[O-],-1%,-6,3%
COc1ccc(S(=O)(=O)N(Cc2ccco2)Cc2cc3ccccc3[nH]c2=O)cc1,-2%,-26,-1%
OCC[C@H]1C[C@@H](O)[C@H](O)[C@]2(CCCCO2)O1,-1%,10,-2%
COc1ccc2cc(C(=O)C3CCCN(Cc4cnc(N5CCOCC5)s4)C3)ccc2c1 (stereo not drawn),0%,?,-5%
COCCNC(=S)N/N=C(\C)c1ccc(C)c([N+](=O)[O-])c1,-1%,-65*,-11%
Oc1c(Cl)cc(Cl)cc1C=Nc1cc(C(F)(F)F)ccc1N1CCc2ccccc2C1,-1%,-8,-12%

Later entries
SMILES | HT1080NT lethal | KB-3-1 cytotox | KB-V1 cytotox | SW480 rerep | ATXN2 expr inh | IL-1B inflam inh | WRN helicase inh | HT1080 IDH1KD tx | MCF10A rerep
CCOC(=O)C(C)Oc1ccccc1C1NC(=O)NC(C)=C1C(=O)Nc1ccc(C)c(C)c1 (stereo not drawn) | 7% | -8% | 9% | -6% | -6% | -2 | 6% | 12% | -6%
Cc1cccc(S(=O)(=O)NCCc2ccccc2)c1 | -6% | -7% | -29% | 2% | -19% | 19 | 3% | 2% | -3%
O=C(Cn1ccc(C(F)(F)F)n1)NNC(=O)c1cccnc1 | 18% | -2% | 3% | -33%[inhibitor] | -2% | 0 | 5% | 2% | -3%
Cc1csc(SCC(=O)c2cc(C)n(Cc3cccs3)c2C)n1 | -10% | ? | ? | 1% | ? | -1 | -14% | ? | 22%
O=C(Nc1ccccc1F)c1ccc(CSc2ncccn2)cc1 | -15% | -6% | -10% | -7% | 39%[activator][11.3 µM] | ? | -24% | -17% | 0%
Cc1onc(-c2ccccc2)c1C(=O)Nc1ccc(S(=O)(=O)NC(C)(C)C)cc1 | -10% | 5% | 2% | 7% | ? | 5 | -22% | -6% | -3%
Cc1ccccc1CNC(=O)C(=O)NCCC1CCCCN1S(=O)(=O)c1ccccc1 (stereo not drawn) | 1% | ? | 6.5µM* | 0% | -10% | -4 | -6% | -4% | 15%
COc1cccc(C(=O)Nc2nc3ccc(S(C)(=O)=O)cc3s2)c1 | -14% | 11% | -24% | -9% | -32% | 3 | -5% | -1% | 1%
O=C(CCCN1C(=O)/C(=C\c2ccccc2)SC1=S)Nc1ccc(O)cc1C(=O)O | 7% | 6% | ? | 7% | . | 4 | -4% | 4% | 1%
COCCN(C(=O)COC(=O)/C=C/c1ccccc1Cl)c1c(N)n(Cc2ccccc2)c(=O)[nH]c1=O | 0% | 1% | 0% | ? | -10% | ? | 6% | -6% | -4%
CCCCn1c(N)c(N(CCOC)C(=O)c2cccc(S(=O)(=O)N3CCCCCC3)c2)c(=O)[nH]c1=O | 14% | 1% | 1% | -6% | 2% | 8 | 8% | 17% | 4%
COc1ccc(C(=O)c2c(NC(C)=O)sc3c2CCN(C(=O)OC(C)(C)C)C3)cc1 | ? | -20% | ? | -4% | -11% | . | -1% | ? | -1%
O=C(Oc1ccc2c(=O)c(Oc3ccc4ccccc4c3)coc2c1)c1ccco1 | -13% | 14% | 7% | 1% | 13% | ? | 7% | -25% | 0%
Cc1c(C2(O)CCCCC2)[nH]c2cc(C(F)(F)F)ccc12 | ? | ? | -1% | -6% | ? | -65* | -5% | ? | 8%
CC(=O)Nc1cccc(C(=O)N2CCC(n3nccc3NC(=O)CC(C)C)CC2)c1 | -3% | . | . | -3% | -5% | -3 | -31% | 0% | -4%
O=C(COc1ccc(/C=N/NS(=O)(=O)c2ccccc2)cc1)Nc1ccc(F)cc1 | -10% | -4% | ? | -5% | -10% | 13 | -11% | -1% | -3%
O=c1[nH]c2ccccc2nc1C(Nc1ccccc1)c1ccccc1 (stereo not drawn) | 2% | -5% | -11% | 19% | 4% | -4 | -5% | 16% | 23%
COc1ccc(NC(=O)CN2CCN(CC(=O)Nc3ccccc3Cl)CC2)cc1 | -4% | -5% | -7% | -1% | 3% | -25 | -22% | 1% | 0%

Filtered by structure, the compounds so far with a nitro group on carbon (2)
SMILES | HT1080NT lethal | KB-3-1 cytotox | KB-V1 cytotox | SW480 rerep | ATXN2 expr inh | IL-1B inflam inh | WRN helicase inh | HT1080 IDH1KD tx | MCF10A rerep
O=c1oc2ccccc2c(NCc2ccccc2F)c1[N+](=O)[O-] | -6% | 0% | -12% | -1% | -18% | -6 | 3% | -1% | 6%
COCCNC(=S)N/N=C(\C)c1ccc(C)c([N+](=O)[O-])c1 | 7% | 20% | -13% | -1% | 0% | -65* | -11% | -2% | -10%

Bioassay records as filed in PubChem.

Not a hit list; any-hit rate near 12%.
